Screening results (PubChem)
XiGFP reactiv: activators of inactive X chromosome reactivation, primary screen, imaging, XiGFP fibroblasts, GFP high-content imaging, set 2; activation, % at 7.58 µM; XiGFP mouse fibroblasts, % GFP-positive cells imaging, 3 d; cells co-treated with 5-aza-dC sensitizer; scaled so ellipticine positive control = 100%; AID 743238, 2013; 360,000 compounds, 0.055% hits;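 active = mean normalized replicate activation at least 10% and every replicate at or above 10%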;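 also: 0% = median of on-plate neutral control wells and 100% = ellipticine 6 µM median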
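material = 68-5-11 XiGFP fibroblast line | medium = DMEM plus 5-aza-dC sensitizer | schedule = 3 days compound exposure | benchmarks = positive control ellipticine, 6 µM final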
ARNT TACC3 PPI: disruptors of ARNT/TACC3 protein interaction, primary screen, biochemical, AlphaScreen, single concentration. inhibition, % at 9.99 µM. 390,000 compounds, 0.66% hits. AlphaScreen His-ARNT PAS-B/GST-TACC3 binding, luminescence; TACC3 fragment carries E629A point mutation. Transforming acidic coiled-coil-containing protein 3 (Homo sapiens), Q9Y6A5;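 active = mean inhibition of replicates at least 50% and at least half of replicates each reaching 50%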;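 also: 0% = complete ARNT plus TACC3 wells and 100% = ARNT alone without TACC3; many hits fall short of the cut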
INS-1E GSIS act: GLuc luminescence reporter in INS-1E cells, primary screen for activators of glucose-dependent secretion of insulin; 370,000 compounds, 0.61% hits; activation, % at 16.6 µM; INS-1E GLuc reporter insulin secretion, 2-3 h;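 active = lowest replicate activation of at least 40%, so every replicate reaches that level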;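 also: 0% = median of neutral control wells and 100% = median of IBMX positive control wells; some compounds called inactive have numbers as strong as hits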
Starred values were filed as active, the others as inactive.

SMILES	XiGFP reactiv	ARNT TACC3 PPI	INS-1E GSIS act
FC(F)(F)c1cnc(NNC(=S)Nc2ccc(Cl)cc2)c(Cl)c1	0.0	27	-24
COCCCn1c(-c2ccc(S(=O)(=O)N3CCOCC3)cc2)csc1=Nc1ccccc1	0.0	-12	-29
O=C(NCc1ccc2c(c1)OCO2)c1cc([N+](=O)[O-])ccc1N1CCCCC1	1.5	9	-12
COc1cccc(/C=N/NC(=O)C(=O)Nc2ccccc2OC(F)(F)C(F)F)c1	0.0	-5	5
CC(C)n1nc(C(=O)OCn2nnc3ccccc3c2=O)c2ccccc2c1=O	0.4	-7	12
CCCNC(=S)Nc1ccc(Cl)cc1C	0.1	1	7
CCCc1cc(-c2nc(-c3ccc(Br)cc3)cs2)ccn1	-0.1	-9	-30
COc1ccc([N+](=O)[O-])cc1NC(=O)Cc1ccccc1Cl	0.1	2	2
O=C(Nc1nnc(-c2ccc(F)cc2)s1)C1CCN(S(=O)(=O)c2ccc(Cl)cc2)CC1	0.0	-2	60*
CCOc1ccccc1/C=C(/NC(=O)c1ccccc1)C(=O)NCC(=O)O	-0.1	12	15
CC(=NC(C)C)C1=C(O)C(C)OC1=O (stereo unspecified)	-0.2	-4	18
CCOC(=O)CC1C(=O)NCCN1C(=S)Nc1ccccc1 (stereo unspecified)	0.2	-5	1
COc1cccc(-c2cc(C(=O)Nc3ccc([N+](=O)[O-])cn3)c3ccccc3n2)c1	-0.1	-4	5
Cc1ccc(C)c(N/N=C2\CCCNC2=O)c1	0.0	1	23
O=C(NCCc1nc2ccccc2[nH]1)/C(=C/c1ccc2c(c1)OCO2)NC(=O)c1ccccc1Cl	0.6	-3	-18
Cc1ccc(NC(=O)CSc2nnc(C(F)(F)F)n2C)cc1[N+](=O)[O-]	0.1	-6	-1
CC(CCc1ccccc1)NC(=O)C(=O)Nc1ccccc1 (stereo unspecified)	0.0	-6	30
CCNC(=S)N/N=C(\C)c1cc2ccccc2o1	0.0	-10	24
NNC(=O)c1ccc(COc2ccc3c(c2)CCC3)o1	0.8	-7	-7
COc1ccccc1NCCC(=O)OCC(=O)NC1CCCCC1	-0.1	5	13
N#CC1=C(N)Oc2cc(N)ccc2C1c1ccsc1 (stereo unspecified)	0.2	-2	10
N#CCCNc1c(Cl)cc(Cl)cc1C(=O)O	0.5	-5	9
Cc1cc(C)n(-c2ccc(C(=O)O)cc2)n1	0.1	-7	-15
Cc1ccc(C(=O)Nc2ccc(C(=O)N/N=C/c3c[nH]c4ccccc34)cc2)cc1	-0.1	-5	17
CNc1ccccc1C(C)(C)c1cc(-c2cc(C)cc(C)c2)no1	0.3	-6	-31

Other records:
SMILES	XiGFP reactiv	ARNT TACC3 PPI	INS-1E GSIS act
O=C(COc1ccccc1-c1ccccc1)NCCN1C(=O)S/C(=C\c2cccnc2)C1=O	0.2	8	-31
COc1cc(C2CC(=O)Nc3cc(C)c(C)cc32)cc(OC)c1OC (stereo unspecified)	2.0	1	4
Cc1ccc(-c2csc(NC(=O)c3ccc(C)o3)n2)cc1	-0.1	-2	-6
Fc1ccc(Nc2nc(-c3ccncc3)nc3ccccc23)cc1	0.3	-12	2
CN(C1CCCCC1)S(=O)(=O)c1ccc(NC(=O)Cn2nc(-c3ccc(F)cc3)ccc2=O)cc1	0.2	-11	-16
CCCN(CCC)S(=O)(=O)c1ccc(C(=O)Nc2nc(-c3ccccc3)c(C(=O)OCC)s2)cc1	0.1	2	-13
Brc1ccc(CNCc2cccs2)cc1	0.5	-10	2
Cc1ccc(SCc2cc(=O)[nH]c(Nc3nc(C)c4ccccc4n3)n2)cc1	5.3	-5	-2
CCN(CC)CCCNC(=O)c1cc(Sc2nnc(C)s2)nc2ccccc12	0.1	1	9
CCn1ncc(/C=C/C(=O)c2ccccc2)c1C	0.0	-2	22
O=C(CCSCCc1ccccn1)Nc1c(F)c(F)c(F)c(F)c1F	-0.1	-5	10
CC(C)(C)C1=C(C#N)C(c2cccnc2)C(C#N)=C(N)O1 (stereo unspecified)	0.2	-5	7
COC(=O)c1ccc2c(=O)[nH]c(CSc3nc(-c4ccc(F)cc4)cs3)nc2c1	0.0	-7	58*
Cc1cc(S(=O)(=O)NCc2cccs2)ccc1-n1cnnn1	0.0	-8	15
Cc1nn(Cc2ccc(C(=O)N3N=C(C(F)F)CC3(O)C(F)F)o2)c(C)c1[N+](=O)[O-] (stereo unspecified)	0.2	-2	-18
Cc1ccccc1OCC(=O)N/N=C/c1c(C)nn(-c2ccccc2)c1Cl	0.0	-4	1
COC(=O)c1cc(OC)c(OC)cc1NCC(=O)Nc1ccc(OC)c(OC)c1	0.1	3	31
CC(=O)Nc1ccc(S(=O)(=O)N(C)CC(=O)OCC(=O)Nc2cccnc2Cl)cc1	0.0	-5	4
CN(C)CCNC(=O)C(=O)NCC1OCCCN1S(=O)(=O)c1cccs1 (stereo unspecified)	0.3	-6	20
CN(C)S(=O)(=O)c1cccc(NC(=O)COC(=O)c2cc(=O)[nH]c(=O)[nH]2)c1	0.2	-7	14
COc1ccc(/C=N/NC(=O)c2ccccc2F)cc1CN1CCN(c2ccc(F)cc2)CC1	0.0	7	-16
CC(C)c1ccc(OCC(=O)N(c2ccccn2)C2CCCCC2)cc1	0.4	-7	-14
Cc1ccc(NC(=O)CSCc2ccc(F)cc2)cc1	-0.1	-6	9
O=C(NCc1ccccc1)c1ccc(N2C(=O)C3CCCCC3C2=O)cc1 (stereo unspecified)	-0.2	-5	7
Cc1ccccc1CS(=O)(=O)Cc1ccc(C(=O)N2CCOCC2)o1	0.0	-4	-8

Remaining list, next part.
SMILES	XiGFP reactiv	ARNT TACC3 PPI	INS-1E GSIS act
Cc1ccc(CN2CCN(/N=C/c3cc(Br)cc(Br)c3O)CC2)cc1	6.1	8	1
COC(=O)c1sccc1NC(=S)Nc1ccccc1	0.1	-3	6
S=C(c1ccc(-c2ccccc2Cl)o1)N1CCCCC1	0.0	9	-27
Cc1cc(C)c2[nH]c(=O)c(CN(Cc3ccco3)C(=S)NCC3CCCO3)cc2c1 (stereo unspecified)	-0.2	14	-29
CCNC(=S)NNC(=O)c1c(Cl)c(C)nn1C	0.3	-2	4
N#Cc1ccc(/C=N/NC(=O)CCc2ccc(S(=O)(=O)N3CCOCC3)cc2)cc1	0.0	7	8
CCCCn1c(C)cc(/C=C(\C#N)C(=O)O)c1C	0.6	-5	-28
COc1ccc(C(=O)/C=C/c2ccc(N3CCCCC3)c([N+](=O)[O-])c2)cc1	-0.1	4	1
O=C(N/N=C/c1ccc(-c2cccc([N+](=O)[O-])c2)o1)[C@H]1C[C@@H]1c1ccccc1	-0.1	4	8
COC(=O)C1=C(NC(=O)C(C)(C)C)CCS1	0.2	-5	7
O=C(NC(=S)N1CCN(Cc2ccc3c(c2)OCO3)CC1)c1ccc(Cl)cc1	0.1	11	-11
Cc1ccc(NC(=O)COC(=O)c2cc(Cl)ccc2Cl)c(Br)c1	0.0	-3	0
Cc1nn(C)c(C(=O)NNC(=S)NC2CCCCC2)c1Cl	0.4	0	-18
CCc1ccc(-c2csc(NC(=O)c3cccnc3)n2)cc1	0.0	-1	-12
C/C(=N\NC(=O)c1ccc([N+](=O)[O-])c(C)c1)c1ccccc1Cl	0.3	-3	8
O=C(O)CCC(=O)N1N=C(c2c(-c3ccccc3)c3cc(Cl)ccc3[nH]c2=O)CC1c1ccco1 (stereo unspecified)	0.1	3	5
Cc1cccc(N=C2NC(=O)/C(=C/C=C/c3ccco3)S2)c1C	0.1	3	-16
Cc1ccc(Nc2nnc(SCC(=O)Nc3ccccc3[N+](=O)[O-])s2)cc1	-0.1	-5	-40
COc1ccccc1Nc1nc(-c2cccc(N3C(=O)c4ccccc4C3=O)c2)cs1	0.0	-22	10
CC12CCC(C(=O)N(NC(=O)c3cccnc3)C1=O)C2(C)C (stereo unspecified)	-0.1	-7	-5
Cc1nn(-c2ccccc2)c(N)c1C1(O)C(=O)N(C)c2ccccc21 (stereo unspecified)	-0.1	0	-12
O=C(C1CCCO1)N1CCN(C(=S)Nc2ccccc2C(F)(F)F)CC1 (stereo unspecified)	0.1	-9	9
COc1ccc([N+](=O)[O-])cc1NC(=O)C(C)OC(=O)C1c2ccccc2Oc2ccccc21 (stereo unspecified)	0.4	-5	-35
O=C(Cn1cncn1)NCc1ccc(Cl)cc1	0.1	4	2
Cc1ccc(C(=O)NCC(=O)NCC(=O)OCC(=O)c2ccc(F)cc2)cc1	0.2	-3	-24

A different layout for some results above.
SMILES,XiGFP reactiv,ARNT TACC3 PPI,INS-1E GSIS act
CCCCn1c(C)cc(/C=C(\C#N)C(=O)O)c1C,0.6,-5,-28
COc1ccc(C(=O)/C=C/c2ccc(N3CCCCC3)c([N+](=O)[O-])c2)cc1,-0.1,4,1
O=C(N/N=C/c1ccc(-c2cccc([N+](=O)[O-])c2)o1)[C@H]1C[C@@H]1c1ccccc1,-0.1,4,8
COC(=O)C1=C(NC(=O)C(C)(C)C)CCS1,0.2,-5,7
O=C(NC(=S)N1CCN(Cc2ccc3c(c2)OCO3)CC1)c1ccc(Cl)cc1,0.1,11,-11
Cc1ccc(NC(=O)COC(=O)c2cc(Cl)ccc2Cl)c(Br)c1,0.0,-3,0
Cc1nn(C)c(C(=O)NNC(=S)NC2CCCCC2)c1Cl,0.4,0,-18
CCc1ccc(-c2csc(NC(=O)c3cccnc3)n2)cc1,0.0,-1,-12
C/C(=N\NC(=O)c1ccc([N+](=O)[O-])c(C)c1)c1ccccc1Cl,0.3,-3,8
O=C(O)CCC(=O)N1N=C(c2c(-c3ccccc3)c3cc(Cl)ccc3[nH]c2=O)CC1c1ccco1 (stereo unspecified),0.1,3,5
Cc1cccc(N=C2NC(=O)/C(=C/C=C/c3ccco3)S2)c1C,0.1,3,-16
Cc1ccc(Nc2nnc(SCC(=O)Nc3ccccc3[N+](=O)[O-])s2)cc1,-0.1,-5,-40
COc1ccccc1Nc1nc(-c2cccc(N3C(=O)c4ccccc4C3=O)c2)cs1,0.0,-22,10
CC12CCC(C(=O)N(NC(=O)c3cccnc3)C1=O)C2(C)C (stereo unspecified),-0.1,-7,-5
Cc1nn(-c2ccccc2)c(N)c1C1(O)C(=O)N(C)c2ccccc21 (stereo unspecified),-0.1,0,-12
O=C(C1CCCO1)N1CCN(C(=S)Nc2ccccc2C(F)(F)F)CC1 (stereo unspecified),0.1,-9,9

(next part)
SMILES	XiGFP reactiv	ARNT TACC3 PPI	INS-1E GSIS act
Cc1ccc(C)c(OCCN2C(=O)NC3(CCc4ccccc4C3)C2=O)c1 (stereo unspecified)	0.1	-6	2
CC(/C=N\NC(=O)CN1CCN(S(=O)(=O)c2ccc(C)cc2)CC1)=C\c1ccccc1	0.4	1	-28
CCN(CC)S(=O)(=O)c1ccc(OC)c(NC(=S)Nc2cccc(C)c2C)c1	0.0	-8	-8
COc1ccc(N/C=C/C(=O)c2ccc(Cl)cc2)cc1	0.1	1	112*
O=C(N/N=C\c1c(O)ccc2ccccc12)c1ccc(S(=O)(=O)N2CCCCC2)cc1	48*	1	-30
COc1cc(N2CCCC2)ccc1[N+](=O)[O-]	0.1	-16	7
N#Cc1cc2c([nH]c1=S)CCCC2	0.1	-2	14
COCCCNC(=S)N1CCN(S(C)(=O)=O)CC1	0.1	6	7
Cc1ccc(S(=O)(=O)N(C)C)cc1NC(=O)COC(=O)c1c(C)noc1C	0.0	-5	9
O=C(COC(=O)/C=C/c1nc2ccccc2s1)Nc1cccc2ccccc12	0.2	3	23
CCCCC1C2=C(CC(C)(C)CC2=O)OC2=C1C(=O)CC(C)(C)C2	0.0	-2	7
O=C(Nc1ccccc1C(=O)NC(Cc1ccccc1)C(=O)NC1CCCCC1)c1ccccc1 (stereo unspecified)	-0.1	-5	-16
COC(=O)c1ccc(SCC(=O)N2CCC(C)CC2)c([N+](=O)[O-])c1	-0.1	2	-7
CC(C)C(NC(=O)c1ccccc1)C(=O)N/N=C\c1ccco1 (stereo unspecified)	0.1	2	3
CCCc1cc(-c2nc(-c3ccc(C)cc3)cs2)ccn1	0.0	-10	90*
O=C(NCc1cccs1)c1ccc([N+](=O)[O-])cc1Cl	0.3	-8	-2
CCOc1cccc(C(=O)NC(=S)NCc2cccnc2)c1	0.2	-1	6
Cc1[nH]n(-c2ccccc2)c(=O)c1C=Nc1cccc2cccnc12	6.1	15	-19
O=C(NC(c1ccccc1)C(Cl)Cl)c1ccccc1 (stereo unspecified)	0.5	-3	2
COc1ccc(C(=O)N=C2CCC(C#N)=C3c4cc(OC)c(OC)cc4CCN23)cc1	-0.1	-3	109*
NC(=NCCc1ccc(Cl)cc1)NS(=O)(=O)c1ccc(F)cc1	-0.1	6	-5
CC1=C(C(=O)OC(C)C)C(c2cncc(-c3ccc(F)cc3)c2)C(C#N)=C(N)O1 (stereo unspecified)	0.5	-4	-2
Cc1cccc(NC(=O)c2ccc(S(=O)(=O)C(F)F)cc2)c1C	-0.1	-4	16

Not all compounds are listed; the hit share may differ from the screen's.
